From PubChem
BRCA1 expr act – increases BRCA1 expression | MCF7-BRCA1-FFLuc reporter, luminescence, 48 h; response scale: scaled: vehicle 0%, 10 µM genistein 100% | Potency, µM (doses to about 46.1 µM), inactives show at the top dose activation, usual class: activators | 380,000 tested, 1.1% active; also: nearly all actives have a fitted effect of over 80% in size; some results filed as inactive show a strong effect at the top dose
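Using MCF7 cells harboring a BRCA1 firefly luciferase reporter, plated 2 h before compound pinning, the screen measured luminescence after 48 h incubation. Responses were normalized to DMSO and 10 microM genistein, then fitted for concentration-effect.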
uPA generation – cell surface uPA generation inhibition; cell surface uPA generation assay, qHTS; Potency, µM (titrated, usually from 38.3 µM), without a hit: top-dose activity change, negative = inhibition, hits mostly inhibitors; 330,000 tested, 0.31% active; active = well fitted inhibition curve with a large enough effect; inconclusive = small, poorly fitted or top-dose-only effect; inactive = no such curve, though single readings can be large or run the other way; tested in mouse RAW 264.7 cells; also: % is scaled to controls: 0 for no effect and ±100 for the full control effect; nearly all actives have a fitted effect of over 55% in size
FLuc modulator – inhibits or activates purified firefly luciferase, miR-21 counter-screen; P08659; purified FLuc, Km substrates, luminescence inhibition; AID 588342; 360,000 tested, 6.9% active; Potency, µM (top dose mostly 57.5 µM), without a hit: at the highest dose activity change, negative = inhibition, most hits filed as inhibitors;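 also: plate controls were vehicle for no effect and reference inhibitor for full effect; nearly all actives have a fitted effect of over 55% in size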
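Purified P. pyralis luciferase (10nM final) with 10uM D-luciferin and 10uM ATP (Km levels) in 50mM Tris acetate pH 7.5, 10mM Mg acetate, 0.01% Tween-20, 0.05% BSA; qHTS 6-point titration, ~60 µM downward; luminescence read.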
VP16 counter – inhibits Gal4-VP16 luciferase reporter, ROR gamma counter-screen; 310,000 tested, 3.5% active; Drosophila S2 Gal4-VP16 UAS-luciferase, luminescence, 20 h; Potency, µM (series often up to 53.6 µM), without a hit: at the highest dose activity, negative = inhibition, hits mostly inhibitors;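 also: Gal4-VP16 expression switched on by copper sulfate through the metallothionein promoter; % is scaled to controls: 0 for no effect and ±100 for the full control effect; nearly all actives have a fitted effect of over 50% in size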
RORg inh – blocks mouse ROR gamma transcriptional activity; 310,000 tested, 5.4% active; P51450; Drosophila S2 Gal4-RORgamma UAS-luciferase reporter, 20 h; Potency, µM (titrated, usually from 53.6 µM), inactives show at the top dose activity change, negative = inhibition, usual class: inhibitors; also: % is scaled to controls: 0 for no effect and ±100 for the full control effect; nearly all actives have a fitted effect of over 60% in size
Target sequence (P51450 whole entry, looked up, the tested form may be a part): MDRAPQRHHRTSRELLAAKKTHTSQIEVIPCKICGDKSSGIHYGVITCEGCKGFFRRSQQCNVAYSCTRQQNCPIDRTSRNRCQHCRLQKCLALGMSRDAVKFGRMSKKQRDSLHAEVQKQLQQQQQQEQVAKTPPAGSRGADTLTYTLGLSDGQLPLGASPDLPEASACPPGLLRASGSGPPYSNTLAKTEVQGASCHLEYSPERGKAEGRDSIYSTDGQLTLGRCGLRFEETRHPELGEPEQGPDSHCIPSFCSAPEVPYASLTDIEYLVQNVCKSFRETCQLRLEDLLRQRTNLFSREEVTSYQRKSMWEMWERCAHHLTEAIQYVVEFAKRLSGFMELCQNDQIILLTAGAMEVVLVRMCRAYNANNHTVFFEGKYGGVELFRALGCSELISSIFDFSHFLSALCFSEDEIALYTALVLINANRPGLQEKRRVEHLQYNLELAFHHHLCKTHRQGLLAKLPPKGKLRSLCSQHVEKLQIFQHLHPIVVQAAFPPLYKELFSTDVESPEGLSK
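Stable Schneider cell line, Gal4 DNA-binding domain fused to ROR gamma, UAS-luciferase. Cmpd 1 hr RT → CuSO4 700 uM final → 20 hr RT → luciferase reagent 10 min → luminescence.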
Rab9 promoter act – Rab9 promoter activation. Huh7 Rab9 promoter-luciferase reporter, luminescence, 24 h. Potency, µM (highest dose often 9.22 µM), for the others: at the top dose activation, negative = inhibition, hits mostly activators. 320,000 tested, 2.8% active. AID 485297; also: % of control where 0% means no effect; nearly all actives have a fitted effect of over 60% in size
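Quantitative HTS format; Huh7 Rab9-luciferase reporter cells (1500/well) receive compound 2 h post-plating, incubate 24 h at 37 °C, then get luciferase reagent for 10 min before luminescence reading.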
MBNL1-CUG inh – inhibitors of human MBNL1 binding to CUG repeat RNA | Q9NR56 | TR-FRET MBNL1-His/biotin-(CUG)12 binding, 665/545 ratio | Potency, µM (highest dose often 57.5 µM), without a hit: top-dose activity change, negative = inhibition, hits mostly inhibitors | 280,000 tested, 0.036% active | AID 2675; active = well fitted inhibition curve with a large enough effect in the signal ratio, with a control signal flat, not every such curve was filed as active; inconclusive = small, poorly fitted or top-dose-only effect, or effect the other way, or a change in a side signal; inactive = no such curve, though single readings can be large or run the other way; the % refers to the signal ratio; also: % is scaled to controls: 0 for no effect and ±100 for the full control effect
Target sequence (Q9NR56 whole entry, looked up): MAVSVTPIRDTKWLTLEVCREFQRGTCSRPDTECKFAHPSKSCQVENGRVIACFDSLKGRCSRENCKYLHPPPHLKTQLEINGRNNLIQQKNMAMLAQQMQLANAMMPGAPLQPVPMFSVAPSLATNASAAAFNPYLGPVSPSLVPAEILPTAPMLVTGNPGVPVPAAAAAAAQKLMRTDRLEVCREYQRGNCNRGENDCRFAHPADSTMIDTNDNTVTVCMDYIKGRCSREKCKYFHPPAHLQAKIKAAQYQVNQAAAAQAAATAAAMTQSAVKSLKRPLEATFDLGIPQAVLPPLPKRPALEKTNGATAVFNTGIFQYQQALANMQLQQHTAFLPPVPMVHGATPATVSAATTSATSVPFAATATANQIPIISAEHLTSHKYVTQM
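Compound titration spanned 92 nM–58 uM against the MBNL1-His/biotin-(CUG)12 complex. After 60 min at room temperature with 5 nM streptavidin-XL665 and 0.055 ng/ul terbium anti-His, ratiometric 665/545 nm emission (Ex 340 nm) normalized to controls.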
NPC1 promoter act – NPC1 promoter activation; Huh7 NPC1 promoter luciferase reporter, 24 h; Potency, µM (doses to about 9.22 µM), for inactives: at the top dose activation, hits mostly activators; 320,000 tested, 2.4% active; AID 485313;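 also: % of control where 0% means no effect; nearly all actives have a fitted effect of over 60% in size; reporter is driven by a mutant NPC1 promoter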
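Huh7 reporter cells (NPC1 promoter driving luciferase) are dosed with compound for 24 h at 37 °C, 5% CO2; luciferase detection reagent is then added and luminescence measured after 10 min at ambient temperature.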
p53 reactivation – restores transcriptional activity of mutant p53. AID 504706. Potency, µM (titrated, usually from 92.2 µM), for inactives: at the highest dose activity change, positive = activation, actives largely listed as activators. 320,000 tested, 0.063% active. H1299 p53-A138V BP100-luciferase reporter, luminescence, 24 h; also: % of control where 0% means no effect; nearly all actives have a fitted effect of over 45% in size
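p53-null H1299 cells stably carrying temperature-sensitive p53-A138V and a BP100-luciferase reporter were pinned with compounds (4-point, 1:5 series) and held 24 hrs at 37 deg C. Luminescence was read 10 min after detection reagent.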
ELG1 genotox – genotoxicity induction in ELG1-luciferase HEK293T cells. AID 504466. Potency, µM (titrated, usually from 46 µM), for the others: top-dose activity change, positive = activation, actives largely listed as activators. 330,000 tested, 1.3% active. HEK293T ELG1-luciferase reporter, luminescence, 16 h; also: % of control where 0% means no effect; nearly all actives have a fitted effect of over 60% in size
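DMSO vehicle served as control against compound-treated ELG1-luciferase HEK293T cells; exposure lasted 16 hr at 37 °C and 5% CO2, followed by ONE-Glo luminescence detection after 30 min.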
* hit, by the source's call; & = joins results of further samples; [ ] = dose if it differs, or a comment. Unless noted, calls follow the shape of the dose curve; as a rule, active = well fitted curve in the direction sought with a large enough effect; inconclusive = small, poorly fitted or top-dose-only effect, or another doubt; inactive = no such curve, though single readings can be large; an effect the other way counts as inactive or inconclusive. Potency is read from the fitted curve at half-maximal effect. Rows were taken by chance; about 13% have a hit in one of these screens.

Screening CCc1ccc(CN2C(=O)CCC2(C)C(=O)NC2CCCC2)cc1 (stereo not drawn) returned BRCA1 expr act -23%, uPA generation -3%, FLuc modulator 7%, VP16 counter 2%, RORg inh -7%, Rab9 promoter act 1%, MBNL1-CUG inh -5%, NPC1 promoter act 0%, p53 reactivation -10% and ELG1 genotox 2%.
For CC(=O)N1CCOc2ccc(S(=O)(=O)N3CCC(C(=O)Nc4ccc(C)c(C)c4)CC3)cc21 the results were BRCA1 expr act -17%, uPA generation -7%, FLuc modulator 5%, VP16 counter 0%, RORg inh 36%, Rab9 promoter act 0%, MBNL1-CUG inh -6%, NPC1 promoter act 1%, p53 reactivation -6% and ELG1 genotox -7%.
Screening Cc1nc(-c2ccccc2)sc1C(=O)CSc1ccc(F)cc1 returned BRCA1 expr act -18%, uPA generation 8%, FLuc modulator -19%, VP16 counter -1%, RORg inh inconclusive, Rab9 promoter act -1%, MBNL1-CUG inh inconclusive, NPC1 promoter act -3%, p53 reactivation 8% and ELG1 genotox 1%.
For O=C(Nc1ccc(N2CCCCC2)cc1)c1cc([N+](=O)[O-])cc([N+](=O)[O-])c1 the results were BRCA1 expr act 26%, uPA generation 0%, FLuc modulator 4%, VP16 counter 0%, RORg inh 24%, Rab9 promoter act 16%, NPC1 promoter act -1%, p53 reactivation 4% and ELG1 genotox 9%.
For CCOC(=O)c1[nH]c(C)c(/C(O)=C2\C(=O)C(=O)N(CCN3CCOCC3)C2c2ccco2)c1C (stereo not drawn) the results were BRCA1 expr act 4%, uPA generation 5%, FLuc modulator 1%, VP16 counter 5%, RORg inh 6%, Rab9 promoter act -11%, MBNL1-CUG inh -3%, NPC1 promoter act -5%, p53 reactivation -5% and ELG1 genotox 0%.
For Cc1ccc(NC(=O)CN2CCc3ccccc3C2)cc1 the results were BRCA1 expr act 10%, uPA generation -5%, FLuc modulator inconclusive, VP16 counter 13%, RORg inh inconclusive, Rab9 promoter act 16%, MBNL1-CUG inh 1%, NPC1 promoter act 14%, p53 reactivation 3% and ELG1 genotox 7%.
`O=C(Nc1ncc2c(n1)CC(c1ccco1)CC2=O)c1ccco1` (stereo not drawn) gave BRCA1 expr act 38%, uPA generation 0%, FLuc modulator -3%, VP16 counter 16%, RORg inh inconclusive, Rab9 promoter act -8%, MBNL1-CUG inh 7%, NPC1 promoter act 6%, p53 reactivation -2% and ELG1 genotox 2%.
`Cc1c2c(nc3c(C(=O)NC4CCCCC4C)cnn13)CCCC2` (stereo not drawn) gave FLuc modulator -1%, VP16 counter 14%, RORg inh 1%, Rab9 promoter act 6%, MBNL1-CUG inh -2%, NPC1 promoter act 2%, p53 reactivation 1% and ELG1 genotox 0%.
`O=C(O)CNC(=O)c1ccc(NC(=O)/C(=C/c2ccccc2)NC(=O)c2ccccc2Br)cc1` gave BRCA1 expr act 10%, uPA generation 7%, FLuc modulator 0%, VP16 counter -4%, RORg inh 0%, Rab9 promoter act 2%, MBNL1-CUG inh 4%, NPC1 promoter act -3%, p53 reactivation 3% and ELG1 genotox 1%.
`COc1ccc(CCNC(=O)C/C(C)=N/NC(=O)c2cnccn2)cc1` gave BRCA1 expr act 1%, uPA generation 0%, FLuc modulator 1%, VP16 counter -3%, RORg inh 7%, Rab9 promoter act 0%, MBNL1-CUG inh -3%, NPC1 promoter act -3%, p53 reactivation 13% and ELG1 genotox 4%.
Screening CCCNC(=O)c1c(N)n(-c2cc(OC)cc(OC)c2)c2nc3ccccc3nc12 returned BRCA1 expr act -37%, uPA generation -3%, FLuc modulator -1%, VP16 counter -15%, RORg inh -3%, Rab9 promoter act 0%, MBNL1-CUG inh 3%, NPC1 promoter act -1%, p53 reactivation 9% and ELG1 genotox -21%.
`c1ccc(-c2nnc(CSc3nc4ccccc4[nH]3)o2)cc1` gave BRCA1 expr act -5%, uPA generation 4%, FLuc modulator -7%, VP16 counter -3%, RORg inh 25%, Rab9 promoter act 0%, MBNL1-CUG inh -11%, NPC1 promoter act 0%, p53 reactivation -8% and ELG1 genotox -1%.
CC1(C)Cc2c(sc3c2c(N)nc(=S)n3Cc2ccccc2)CO1 was read as FLuc modulator -1%, VP16 counter 0%, RORg inh -2%, Rab9 promoter act -1%, MBNL1-CUG inh 4%, NPC1 promoter act -6%, p53 reactivation -1% and ELG1 genotox 3%.
Cc1cc(-c2cc(-c3ccc(Cl)cc3)on2)nc(NC2CCCC2)n1 was read as BRCA1 expr act 14%, uPA generation 0%, FLuc modulator -17%, VP16 counter -21%, RORg inh 3%, Rab9 promoter act -9%, MBNL1-CUG inh 4%, NPC1 promoter act -1%, p53 reactivation inconclusive and ELG1 genotox 0%.
Screening CCN(CC)CCNC(=O)C1CCCCN1S(=O)(=O)c1cccc([N+](=O)[O-])c1 (stereo not drawn) returned BRCA1 expr act -3%, uPA generation -4%, FLuc modulator 3%, VP16 counter -11%[10 µM], RORg inh 24%, Rab9 promoter act 2%, MBNL1-CUG inh inconclusive, NPC1 promoter act 0%, p53 reactivation 8% and ELG1 genotox -13%.
COc1ccc(-n2c3c(c(=O)[nH]c2=O)C(NC(C)=O)(C(F)(F)F)C(=O)N3)cc1 (stereo not drawn) was read as BRCA1 expr act 4%, uPA generation 3%, FLuc modulator -2%&1%, VP16 counter -4%, RORg inh 17%, Rab9 promoter act 3%, MBNL1-CUG inh inconclusive, NPC1 promoter act -3%, p53 reactivation -2% and ELG1 genotox 0%.
For CC(C)=C1C2CCC1C(C(=O)NCCc1ccccc1)C2C(=O)O (stereo not drawn) the results were BRCA1 expr act -24%, uPA generation 2%, FLuc modulator 2%, VP16 counter -10%, RORg inh -20%, Rab9 promoter act -2%, MBNL1-CUG inh -6%[11.5 µM], NPC1 promoter act -7%, p53 reactivation -6% and ELG1 genotox -1%.
For CCOC(=O)C(Cc1ccccc1)C(=O)NCc1ccccc1 (stereo not drawn) the results were BRCA1 expr act -2%, uPA generation -4%, FLuc modulator -2%, VP16 counter 7%, RORg inh -7%, Rab9 promoter act 10%, MBNL1-CUG inh -1%, NPC1 promoter act -4% and ELG1 genotox 0%.
For COc1ccc(S(=O)(=O)N(CCCN2CCCC2=O)Cc2cc3cc(C)c(C)cc3[nH]c2=O)cc1 the results were BRCA1 expr act -20%, uPA generation -4%, FLuc modulator 0%, VP16 counter -3%, RORg inh 1%, Rab9 promoter act -8%, MBNL1-CUG inh 7%, NPC1 promoter act -10%, p53 reactivation -7% and ELG1 genotox -12%.
CCOC(=O)c1cnc2c(Cl)c(Cl)ccc2c1N1CCN(C)CC1 was read as BRCA1 expr act -48%, uPA generation 0%, FLuc modulator 0%, VP16 counter -6%, RORg inh -15%, Rab9 promoter act 7%, MBNL1-CUG inh inconclusive, NPC1 promoter act -6%, p53 reactivation -18% and ELG1 genotox 0%.
`CCCC(=O)Nc1nnc(CCOC)s1` gave BRCA1 expr act 26%, uPA generation 1%, FLuc modulator -1%, VP16 counter -22%, RORg inh 7%, Rab9 promoter act -12%, MBNL1-CUG inh -10%, NPC1 promoter act -2%, p53 reactivation 0% and ELG1 genotox 3%.
`Cc1nc2ccc(NS(=O)(=O)c3ccc(F)cc3F)cc2s1` gave BRCA1 expr act -19%, uPA generation -5%, FLuc modulator 3%, Rab9 promoter act -2%, NPC1 promoter act -10%, p53 reactivation 2% and ELG1 genotox -3%.
Screening O=C(NCc1ccc2c(c1)OCO2)Nc1cccc2ccccc12 returned BRCA1 expr act 9%, uPA generation 9%, FLuc modulator -3%, VP16 counter 3%, RORg inh 10%, Rab9 promoter act 1%, MBNL1-CUG inh 8%, NPC1 promoter act 0%, p53 reactivation 7% and ELG1 genotox 13%.

3 entries picked at random from those above, as already listed:
For Cc1ccc(NC(=O)CN2CCc3ccccc3C2)cc1 the results were BRCA1 expr act 10%, uPA generation -5%, FLuc modulator inconclusive, VP16 counter 13%, RORg inh inconclusive, Rab9 promoter act 16%, MBNL1-CUG inh 1%, NPC1 promoter act 14%, p53 reactivation 3% and ELG1 genotox 7%.
For CC(=O)N1CCOc2ccc(S(=O)(=O)N3CCC(C(=O)Nc4ccc(C)c(C)c4)CC3)cc21 the results were BRCA1 expr act -17%, uPA generation -7%, FLuc modulator 5%, VP16 counter 0%, RORg inh 36%, Rab9 promoter act 0%, MBNL1-CUG inh -6%, NPC1 promoter act 1%, p53 reactivation -6% and ELG1 genotox -7%.
Screening Cc1nc(-c2ccccc2)sc1C(=O)CSc1ccc(F)cc1 returned BRCA1 expr act -18%, uPA generation 8%, FLuc modulator -19%, VP16 counter -1%, RORg inh inconclusive, Rab9 promoter act -1%, MBNL1-CUG inh inconclusive, NPC1 promoter act -3%, p53 reactivation 8% and ELG1 genotox 1%.
